M1 ag = activates human CHRM1 receptor | P11229 | CHO-K1 hM1, Fluo-8 calcium fluorescence, agonist mode; 0% DMSO, 100% acetylcholine EC100 | activation, % at 3 µM | actives 0.33% (n = 360,000);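 active means activation above the run's mean compound activation plus 3 SD, cut at about 16% in these data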;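 further: peak over basal fluorescence ratio within a 140 s kinetic read after compound addition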
Target sequence (P11229 whole entry, looked up): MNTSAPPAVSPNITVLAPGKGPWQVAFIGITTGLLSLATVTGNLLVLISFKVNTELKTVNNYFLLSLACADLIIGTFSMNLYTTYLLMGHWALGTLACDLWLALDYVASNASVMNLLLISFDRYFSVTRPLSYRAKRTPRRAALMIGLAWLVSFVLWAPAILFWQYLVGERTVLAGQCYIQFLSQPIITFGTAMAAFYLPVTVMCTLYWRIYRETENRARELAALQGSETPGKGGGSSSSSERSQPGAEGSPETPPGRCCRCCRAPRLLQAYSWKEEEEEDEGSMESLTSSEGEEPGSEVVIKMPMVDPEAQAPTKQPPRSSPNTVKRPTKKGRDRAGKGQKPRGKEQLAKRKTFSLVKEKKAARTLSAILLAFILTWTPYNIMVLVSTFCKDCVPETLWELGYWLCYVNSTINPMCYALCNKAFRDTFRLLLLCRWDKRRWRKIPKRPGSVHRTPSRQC
CHO-K1 Ca PAM = nonselective activator or artifact in parental CHO-K1 calcium assay; activation, % at 3 µM; ATP EC20, Fluo-8 calcium fluorescence; 0% at ATP EC20, 100% at ATP max; actives 0.02% (n = 360,000);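 active means activation above the run cutoff, the mean activation of all test compounds plus 3 SD, cut at about 40% in these data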;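 further: peak over basal fluorescence ratio in a 140 s read after ATP addition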
V1R ag counter = activates human V1a receptor in oxytocin agonist counter-screen; CHO-V1R cells, Fluo-8 calcium fluorescence, agonist mode; 0% DMSO, 100% 3 nM vasopressin; P37288; actives 0.25% (n = 320,000); activation, % at 3 µM; AID 2797;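 active means activation above the mean activation of all tested compounds plus 3 SD, per screening run, cut at about 20% in these data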;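 further: signal is peak over basal fluorescence ratio across a 100 second FLIPR read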
Target sequence (P37288 whole entry, looked up): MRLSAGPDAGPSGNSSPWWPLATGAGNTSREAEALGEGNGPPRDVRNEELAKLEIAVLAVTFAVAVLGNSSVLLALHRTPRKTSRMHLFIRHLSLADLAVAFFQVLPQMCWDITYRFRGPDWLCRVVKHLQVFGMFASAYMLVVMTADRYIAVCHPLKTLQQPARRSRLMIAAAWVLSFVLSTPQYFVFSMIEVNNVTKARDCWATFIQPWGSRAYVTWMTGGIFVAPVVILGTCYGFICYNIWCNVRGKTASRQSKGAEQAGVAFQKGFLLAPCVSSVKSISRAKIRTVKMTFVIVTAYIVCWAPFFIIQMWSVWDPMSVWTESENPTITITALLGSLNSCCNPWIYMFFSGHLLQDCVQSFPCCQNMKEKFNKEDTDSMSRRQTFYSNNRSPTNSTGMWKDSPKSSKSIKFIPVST
CHO-K1 Ca antag = counter-screen for M1 antagonists: effect in parental CHO-K1 cells. actives 0.6% (n = 360,000). ATP-induced calcium, Fluo-8 fluorescence. AID 602250. inhibition, % at 3 µM;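 active means inhibition above a per-plate cutoff, the plate's mean sample inhibition plus 3 SD, cut at about 24% in these data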;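 further: 0% = DMSO plus EC80 ATP and 100% = DMSO alone without ATP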
TAAR1 ag = human TAAR1 agonism | CHO RD-HGA16 TAAR1, Fluo-8 calcium fluorescence; vehicle wells 0%, saturating PEA agonist 100% | AID 624467 | actives 0.99% (n = 360,000) | Q96RJ0 | activation, % at 3 µM;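 active means activation above the mean activation of all test compounds in the run plus 3 SD, cut at about 38% in these data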
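System: CHO-derived RD-HGA16 cells with stable Gα16 and human TAAR1 / Times: 17-24 h plating, Fluo-8 75 min 37 °C, 30 min RT / Technique: calcium-sensitive Fluo-8 signal, excitation 470-495, emission 515-575 nm / Measure: % activation relative to PEA EC100 response / Benchmarks: DMSO and PEA EC100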
CHO parental Ca = counter-screen for OX1R antagonists: effect in parental CHO cells; parental CHO-K1, ATP-induced calcium, Fluo-8 fluorescence; inhibition, % at 5.6 µM; actives 0.63% (n = 330,000); AID 463079;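 active means inhibition above that plate's mean sample inhibition plus 3 SD, cut at about 26% in these data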;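 further: 0% = ATP-challenged DMSO wells and 100% = DMSO wells without ATP; some compounds past the cut are filed as inactive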
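Material: Parental CHO cells | Reagent: ATP | Compound dosing: Single nominal dose of 5.6 µM per compound | Detection: Intracellular calcium via Fluo-8 no-wash fluorescent dye | Read-out: % inhibition of ATP-induced calcium mobilization | Benchmarks: Low control ATP plus DMSO, high control DMSO only | Replicates: Singlicate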
OXTR potentiate = potentiators of human oxytocin receptor; P30559; CHO-OTR cells, Fluo-8 calcium fluorescence, potentiator mode; 0% = oxytocin EC15, 100% = EC100; activation, % at 3 µM; actives 0.061% (n = 320,000);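 active means activation above that plate's cutoff, the mean activation of tested compounds plus 3 SD, cut at about 6.6% in these data, passing the limit was not always enough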;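 further: 100% uses oxytocin at 75 nM as the full agonist control; some results filed as inactive read as strong as hits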
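Dosing: Single dose, 3.0 µM nominal final compound concentration | Material: Human OTR in CHO cells | Technique: Kinetic Fluo-8 calcium fluorescence | Benchmarks: EC15 oxytocin alone as 0%, 75 nM oxytocin as 100% | Probe or stimulus: Oxytocin at about EC15, sub-maximal agonist stimulus | Incubation: Compound 6 min at room temperature before oxytocin, 100 s read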
M1 ag parental = M1 agonist counterscreen hit in parental CHO-K1 cells; AID 602248; actives 0.48% (n = 360,000); Fluo-8 calcium fluorescence; scaled to maximal ATP response, vehicle zero; activation, % at 3 µM; in the data active means activation above about 15%;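 further: untransfected CHO-K1 host cells lacking M1 receptor as counterscreen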
TAAR1 antagonist = antagonists of human TAAR1 | actives 1.5% (n = 360,000) | inhibition, % at 3 µM | CHO RD-HGA16 TAAR1, Fluo-8 calcium fluorescence, antagonist;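 active means inhibition above a per-plate cutoff, the mean inhibition of test compounds on that plate plus 3 SD, cut at about 49% in these data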;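 further: 0% = DMSO plus EC80 beta-PEA response and 100% = DMSO alone without agonist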
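System: CHO RD-HGA16 cells bearing hTAAR1. Reagent: EC80 β-phenethylamine stimulus. Schedule: seeding 17-24 h prior, 75-min 37 °C, 30-min RT dye loading. Signal: Fluo-8 intracellular calcium dye fluorescence, real-time kinetic reads. Read-out: % inhibition from peak post-agonist over basal fluorescence ratio. Benchmarks: vehicle wells and EC80 agonist wells. Replicates: n of 1.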
* = called active by the depositor; x = no result given. No enrichment for hits; overall some 3.3% were active at least once.

SMILES | M1 ag | CHO-K1 Ca PAM | V1R ag counter | CHO-K1 Ca antag | TAAR1 ag | CHO parental Ca | OXTR potentiate | M1 ag parental | TAAR1 antagonist
O=C(NCc1ccccc1)C(c1ccco1)N(C(=O)c1csnn1)c1ccccc1F (configuration not stated) | -3.1 | -7.0 | -1.0 | -12.5 | 7.4 | -20.1 | -12.5 | 3.6 | 0.9
COc1ccc([C@@]23Oc4cc(OC)cc(OC)c4[C@]2(O)[C@H](O)[C@H](C(=O)N(C)C)[C@H]3c2ccccc2)cc1 | -2.7 | 4.5 | x | -0.1 | 2.4 | x | x | 0.5 | -4.0
O=C(Cc1c(F)cccc1Cl)Nc1ccccc1-c1ccccc1 | 0.8 | 10.6 | -0.8 | -13.8 | 2.0 | -7.8 | 0.3 | 0.0 | 4.2
COc1ccccc1NC(=O)CSc1nnc(NC(=O)c2ccco2)s1 | 0.8 | 21.9 | 0.3 | 4.3 | 9.5 | -20.3 | -2.6 | 0.7 | -19.1
CCCNC(=O)Cn1c(=O)oc2cc(S(=O)(=O)N3CCCC3)ccc21 | -6.6 | 22.4 | 0.0 | -9.3 | 1.1 | -6.2 | -4.5 | 0.6 | -1.9
CCc1ccc(-n2c(O)cnc2Nc2nc(C)cc(C)n2)cc1 | -1.5 | -3.1 | -0.3 | 3.5 | 3.3 | -13.9 | -6.1 | 0.6 | -21.5
O=C(Oc1ccc([N+](=O)[O-])cc1)c1ccc2ccccc2n1 | -4.1 | 13.4 | 1.2 | -7.9 | 1.7 | -7.0 | -8.1 | 3.2 | -9.8
COc1ccc(O)c(C(=O)c2cnn(-c3ccc(Cl)cc3)c2)c1 | -5.2 | -10.7 | 0.3 | 0.4 | 2.4 | -31.7 | -14.7 | 6.0 | 17.3
CCOC(=O)CCC(=O)NCc1ccc2c(c1)cc(C)n2C | -5.6 | 16.0 | 2.2 | -13.7 | 12.2 | -12.5 | -4.9 | 1.0 | -7.3
CCOC(=O)C1CCN(C(=O)C(CCSC)NC(=O)c2ccccc2OC)CC1 (configuration not stated) | -3.8 | -11.4 | 0.2 | -1.0 | 8.0 | -15.4 | -2.9 | -0.1 | 1.7
Clc1ccc(NCc2nncn2-c2ccccc2)cc1 | -2.7 | -4.1 | 0.4 | -2.5 | -2.1 | 2.3 | -14.4 | -0.5 | 17.4
O=C(Nc1ccc(NC(=O)c2cccs2)cc1)c1ccccc1 | 2.0 | -2.2 | 0.9 | -17.0 | 2.2 | 7.2 | -11.4 | 2.5 | 18.7
O=C(NCCc1ccccn1)c1cc2ccccc2o1 | -2.9 | -7.4 | 0.7 | 1.8 | 0.2 | -20.3 | 3.8 | 0.3 | -5.0
Cc1c(C(=O)NCC(C)C)sc2nc(-c3ccc(F)cc3)cn12 | 3.8 | 10.7 | 4.0 | 2.7 | 3.3 | 3.9 | 1.1 | 1.8 | 4.9
Cc1ccc(C(=O)NCC(=O)OC(C)C(=O)NC2CCCCC2C)cc1C (configuration not stated) | -0.4 | -7.5 | -0.2 | 8.6 | 3.5 | -5.2 | 4.0 | 3.9 | -5.4
CCCSC1=C(C#N)C(c2cccs2)C(C(=O)Nc2ccccc2)=C(C)N1 (configuration not stated) | -3.2 | 10.9 | 2.0 | -4.9 | 1.0 | -18.7 | -10.7 | 1.4 | 21.0
Nc1[nH]c(C(=O)c2ccccc2)c(-c2ccncc2)c1C(=O)NCCc1c[nH]c2ccccc12 | x | 7.3 | x | -1.2 | 10.3 | x | x | 3.8 | 26.2
COC(=O)c1oc2ccccc2c1N | -2.3 | -6.7 | 0.0 | 17.2 | 1.8 | 0.7 | -2.7 | 0.4 | 10.4
Cc1[nH]ncc1-c1ccccc1Cl | 0.2 | 6.2 | 1.0 | -3.5 | 4.9 | -8.4 | -0.7 | 4.3 | 15.8
COc1ccc(NC(=O)/C(C#N)=C\c2ccc(OCc3ccc(C(=O)O)cc3)c(OC)c2)cc1 | -5.6 | 14.8 | -0.2 | -10.8 | 1.8 | -3.4 | -8.4 | 0.4 | 8.8
O=C(COC(=O)/C=C/c1ccc(C(F)(F)F)cc1)NCC1CCCO1 (configuration not stated) | 0.5 | -6.7 | 6.3 | -3.5 | 1.8 | 3.8 | -10.2 | 1.2 | -10.6
Nc1nc2ncc(C(=O)c3cc(F)ccc3O)cc2s1 | -3.1 | 4.0 | 0.0 | -0.8 | 2.8 | -11.2 | -3.5 | 1.7 | 10.0
CCOc1ncccc1C(=O)OCC(=O)NCCc1ccccc1 | 0.4 | 17.6 | 0.0 | -1.6 | 2.0 | -4.9 | -11.6 | 0.7 | -6.6
O=C(Nc1ccc2ccccc2c1)c1ccccc1F | -5.2 | 19.1 | -0.2 | -9.6 | -1.0 | -2.6 | -18.0 | 0.4 | 7.3
COC(=O)c1c(C)oc(C)c1S(=O)(=O)NCc1ccc(Cl)cc1 | -4.8 | 3.4 | -0.7 | -1.4 | 3.9 | -12.0 | -11.3 | 0.3 | -2.0

Looked up above:
`CCc1ccc(-n2c(O)cnc2Nc2nc(C)cc(C)n2)cc1` – TAAR1 antagonist: -21.5
`O=C(COC(=O)/C=C/c1ccc(C(F)(F)F)cc1)NCC1CCCO1` (configuration not stated) – CHO-K1 Ca antag: -3.5

Structures shown so far that have an NH in an aromatic ring (2):
SMILES | M1 ag | CHO-K1 Ca PAM | V1R ag counter | CHO-K1 Ca antag | TAAR1 ag | CHO parental Ca | OXTR potentiate | M1 ag parental | TAAR1 antagonist
Nc1[nH]c(C(=O)c2ccccc2)c(-c2ccncc2)c1C(=O)NCCc1c[nH]c2ccccc12 | x | 7.3 | x | -1.2 | 10.3 | x | x | 3.8 | 26.2
Cc1[nH]ncc1-c1ccccc1Cl | 0.2 | 6.2 | 1.0 | -3.5 | 4.9 | -8.4 | -0.7 | 4.3 | 15.8

The list goes on:
SMILES | M1 ag | CHO-K1 Ca PAM | V1R ag counter | CHO-K1 Ca antag | TAAR1 ag | CHO parental Ca | OXTR potentiate | M1 ag parental | TAAR1 antagonist
COc1ccccc1N1CCN(C(=O)c2cccc(N3C(=O)NC4CC3(C)Oc3c(OC)cccc34)c2)CC1 (configuration not stated) | -2.3 | 3.6 | 1.0 | -13.7 | 0.3 | -25.4 | -6.5 | 0.8 | 6.3
N#Cc1ccc(OCC(=O)Nc2ccccc2NS(=O)(=O)c2cccs2)cc1 | -2.9 | 10.7 | 2.4 | -6.3 | 3.1 | -19.0 | -6.6 | 2.6 | 11.5
O=S(=O)(c1ccc(F)cc1)N1CCCC(CO)C1 (configuration not stated) | 1.0 | 0.9 | 1.2 | -1.9 | -1.8 | -1.5 | -10.5 | 0.8 | -15.1
Cc1ccc(C(=O)N2CCC(N3CCC(C(=O)N4CCOCC4)CC3)CC2)cc1C | -4.9 | 20.0 | 0.0 | -7.5 | 2.0 | -2.5 | 1.3 | 0.5 | -7.3
COc1ccc(C(=O)NCC(=O)O)cc1 | -6.3 | 22.1 | 1.1 | -9.2 | 1.2 | 2.4 | 2.6 | 1.0 | -0.5
COc1ccc(CCN2C(=O)CSC2c2ccc(F)cc2)cc1 (configuration not stated) | -7.2 | 18.0 | 7.8 | -9.9 | -3.9 | -12.9 | -19.7 | 0.7 | -18.5
O=S(=O)(NCCSc1ccc(Cl)cc1)c1ccc2c(c1)OCCO2 | -2.0 | -0.9 | 3.4 | -4.5 | 5.8 | 1.6 | -11.0 | -0.3 | 16.6
O=C1CC[C@@H](C(=O)N2CSC[C@@H]2C(=O)Nc2cccc(C(F)(F)F)c2)N1 | -1.4 | 5.3 | x | -5.6 | 1.3 | x | x | -0.3 | -6.5
Cc1cc(=O)[nH]c2c1c(C)nn2C1CCCC1 | -5.0 | 13.2 | -0.2 | -3.1 | -1.8 | -1.6 | 0.9 | 0.1 | 8.7
Cc1c(C(=O)NNC(=O)c2csc(N3CCOCC3)n2)cccc1[N+](=O)[O-] | -6.5 | 2.3 | 0.8 | -5.3 | 0.2 | -7.3 | 3.6 | 2.5 | -1.8
O=C(NCc1ccc(F)cc1)C(c1ccccc1)N(CC1CCCO1)C(=O)Cn1nnc2ccccc21 (configuration not stated) | -3.2 | -1.9 | -0.7 | 11.6 | 9.0 | -29.8 | -6.0 | 1.2 | 20.5
CCC/C(C#Cc1cc(OC)cc(OC)c1)=C1/c2ccccc2C(=O)N1c1ccccc1 | -7.5 | 27.3 | 0.4 | -24.9 | -0.3 | -26.7 | -3.2 | 0.7 | 1.4
O=c1n(Cc2ccccc2F)c2ccccc2n1Cc1ccccc1F | -6.2 | 23.1 | 0.5 | -14.8 | 5.0 | -29.9 | -13.6 | 0.6 | 13.8
CCC1CCCCN1CCCNC(=O)Cn1ncc2c([nH]c3ccc(C)cc32)c1=O (configuration not stated) | -5.6 | 22.8 | 0.0 | -13.9 | x | -19.6 | -7.9 | -0.2 | x
CC(C)NC(=O)C1(C)CCN1C(=O)c1c(F)cccc1F (configuration not stated) | 3.5 | 6.0 | x | -4.7 | 0.1 | x | x | -0.9 | -19.3
CCOC(=O)N1CCN(c2ccc([N+](=O)[O-])cc2)CC1 | -5.4 | 4.3 | 3.7 | -6.6 | 2.1 | 5.5 | -3.5 | 3.5 | -16.1
CC(C)Oc1ccc(CCN=C(N)N=C(N)N)cc1Cl | -5.5 | -9.3 | 0.5 | -0.6 | -0.2 | -7.5 | 0.5 | -0.1 | 1.2
CCCCOc1ccc(Cl)cc1CSc1n[nH]c(C)n1 | -3.2 | 16.9 | 2.8 | -5.1 | 3.2 | -32.9 | -5.5 | 3.3 | -8.1
O=C(CN1CCN(S(=O)(=O)c2ccc(Br)cc2)CC1)c1ccc(O)c(O)c1 | -4.4 | -10.0 | 2.0 | -0.6 | 0.8 | -8.1 | -6.1 | 0.5 | 2.3
Cc1c(C(=O)O)c(C(=O)O)c2n1CCS2 | -2.2 | 1.1 | 1.2 | 3.1 | 0.2 | -2.0 | -3.2 | -0.5 | 5.5
CC(C)(C)N(Cc1ccccc1)C(=O)COC(=O)c1cccc([N+](=O)[O-])c1 | -5.0 | -5.2 | -0.9 | -12.8 | 4.8 | -19.8 | -16.6 | 1.1 | -37.5
O=C(CCn1ccc2cc(S(=O)(=O)N3CCCC3)ccc21)NCCc1ccccc1 | -3.6 | 19.2 | 0.1 | -5.7 | 6.7 | -12.8 | -7.6 | 2.4 | -6.1
O=C(Nc1ccc(CN2CCCCC2)cc1)c1ccc2c(c1)OCO2 | -6.1 | 13.2 | 0.9 | -6.9 | 2.5 | -13.4 | 1.0 | -0.1 | -7.4

High-throughput results deposited in PubChem BioAssay by The Scripps Research Institute Molecular Screening Center.
